Screening data: PubChem, National Center for Advancing Translational Sciences (NCATS)
Pol iota inh: inhibitors of human DNA polymerase iota; Pol iota fluorescent replication assay, 10 min; Potency, µM (top dose mostly 115 µM), without a hit: top-dose activity, negative = inhibition, hits mostly inhibitors; hit rate 1% among 390,000; also: potency is read from the fitted curve at half-maximal effect
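Pol iota at 10 nM preincubated 15 min with compounds at room temperature; reaction started with fluorescent substrate, 50 nM final. Fluorescence read kinetically at 0 and 10 min; buffer-only wells as negative control.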
Pol kappa inh: DNA polymerase kappa (human) inhibition; Q9UBT6; purified Pol kappa, fluorescent DNA synthesis assay, 10 min; Potency, µM (series often up to 107 µM), inactives show top-dose activity, negative = inhibition, hits mostly inhibitors; hit rate 0.53% among 400,000; AID 588579; also: potency is read from the fitted curve at half-maximal effect; % is scaled to controls: 0 for no effect and ±100 for the full control effect
Target sequence (Q9UBT6 whole entry, looked up): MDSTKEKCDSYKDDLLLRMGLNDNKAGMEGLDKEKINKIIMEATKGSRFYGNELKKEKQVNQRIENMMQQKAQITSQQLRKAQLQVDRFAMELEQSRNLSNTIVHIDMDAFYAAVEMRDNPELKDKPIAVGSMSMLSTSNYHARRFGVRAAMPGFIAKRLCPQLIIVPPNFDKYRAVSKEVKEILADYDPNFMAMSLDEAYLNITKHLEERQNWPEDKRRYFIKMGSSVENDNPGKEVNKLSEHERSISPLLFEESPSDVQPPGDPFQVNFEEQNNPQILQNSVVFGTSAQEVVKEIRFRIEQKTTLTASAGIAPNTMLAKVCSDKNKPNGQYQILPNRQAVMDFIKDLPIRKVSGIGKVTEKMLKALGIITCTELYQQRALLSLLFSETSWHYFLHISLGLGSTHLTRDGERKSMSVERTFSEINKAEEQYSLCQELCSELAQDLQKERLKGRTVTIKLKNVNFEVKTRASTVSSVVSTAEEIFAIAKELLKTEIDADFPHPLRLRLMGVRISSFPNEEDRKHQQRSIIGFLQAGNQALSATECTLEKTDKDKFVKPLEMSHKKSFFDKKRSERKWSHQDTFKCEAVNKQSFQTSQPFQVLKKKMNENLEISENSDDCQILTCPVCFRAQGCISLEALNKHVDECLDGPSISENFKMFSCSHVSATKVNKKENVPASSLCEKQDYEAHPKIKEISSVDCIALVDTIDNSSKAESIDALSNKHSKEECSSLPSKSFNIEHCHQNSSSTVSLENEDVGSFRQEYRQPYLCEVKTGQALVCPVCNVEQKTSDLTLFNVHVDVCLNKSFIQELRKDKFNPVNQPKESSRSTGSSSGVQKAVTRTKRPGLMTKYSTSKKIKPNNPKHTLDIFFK
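Activity was followed as the change in fluorescence between reads at 0 and 10 min after starting the reaction with 50 nM substrate. Beforehand, 10 nM polymerase had been preincubated with compound for 15 min at room temperature.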
APE1 inh: blocks human APE1 abasic DNA cleavage. Potency, µM (top dose mostly 65.8 µM), for the others: at the top dose activity change, negative = inhibition, actives largely listed as inhibitors. recombinant APE1, TAMRA/BHQ-2 abasic DNA cleavage fluorescence. hit rate 0.35% among 350,000. P27695;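 also: potency is read from the fitted curve at half-maximal effect; plate controls were vehicle for no effect and reference inhibitor for full effect; nearly all actives have a fitted effect of over 55% in size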
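Incision of a quenched TAMRA/BHQ-2 THF abasic-site duplex (50 nM) by 0.75 nM APE1, after 15 min compound preincubation, measured as fluorescence increase over three 60 s reads. Values normalized to buffer, DMSO and NSC13755 control wells.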
GRP78 ERSR act: inducers of ER stress response in human glioma cells; U87-MG GRP78 promoter luciferase reporter, 16 h; Potency, µM, for the others: top-dose activation, most hits filed as activators; hit rate 0.02% among 420,000; also: potency is read from the fitted curve at half-maximal effect; series mostly up to about 76 µM; % of control where 0% means no effect; nearly all actives have a fitted effect of over 35% in size
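ERSR induction read as luciferase luminescence (Bright-Glo, 10 min at room temperature) in stably transfected human U87-MG glioma cells exposed to compounds for 16 h, using GRP78 as sensor.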
POLB inh: blocks human DNA polymerase beta activity | hit rate 1.3% among 340,000 | Potency, µM (titrated, usually from 114 µM), for inactives: at the top dose activity change, negative = inhibition, usual class: inhibitors | AID 485314 | Pol beta primer extension/strand displacement, fluorescence kinetic | P06746; also: potency is read from the fitted curve at half-maximal effect; % is scaled to controls: 0 for no effect and ±100 for the full control effect
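Values derive from four-parameter Hill fits of normalized kinetic data: reads at 0 and 10 min following addition of 50 nM substrate to 10 nM Pol beta preincubated 15 min with compound.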
LDHA block: LDHA (human) enzyme inhibition. P00338. purified LDHA, NADH/diaphorase-resazurin fluorescence; hits give low values. activity change, % (values are at about 110 or 230 µM). hit rate 0.15% among 480,000; in the data active = activity change below about -30%; inconclusive = mostly about -25% to -30%;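 also: plate controls were DMSO wells for no effect and wells without enzyme for full effect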
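Human LDH5 (2 nM) was incubated with 0.06 mM NADH and 0.2 mM pyruvate for 5 min at room temperature in Tris pH 7.4. Remaining NADH was coupled through diaphorase/resazurin, and resorufin fluorescence was read at 0 and 20 min.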
POLH inh: DNA polymerase eta (human) inhibition; hit rate 1.2% among 390,000; AID 588591; recombinant Pol eta, fluorescent DNA replication assay; Q9Y253; Potency, µM (doses to about 114 µM), for inactives: at the highest dose activity change, negative = inhibition, hits mostly inhibitors; also: potency is read from the fitted curve at half-maximal effect; % is scaled to controls: 0 for no effect and ±100 for the full control effect
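Pol eta (10 nM) was preincubated with compounds for 15 min at room temperature, after which fluorescent replication substrate (50 nM final) was added to start the reaction. Fluorescence was read kinetically at 0 and 10 min.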
BLM helicase inh: Bloom syndrome helicase (human) inhibition; P54132; recombinant BLM DNA unwinding, fluorescence dequenching; Potency, µM (series often up to 56.1 µM), for the others: at the top dose activity change, negative = inhibition, most hits filed as inhibitors; hit rate 0.2% among 350,000; AID 2528;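 also: potency is read from the fitted curve at half-maximal effect; plate controls were vehicle for no effect and no enzyme for full effect; nearly all actives have a fitted effect of over 35% in size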
Apoferritin bind: candidate novel general anesthetic via apoferritin binding; P02791; apoferritin/1-aminoanthracene competitive binding, fluorescence; Potency, µM (doses to about 77.5 µM), without a hit: top-dose activity change, negative = displacement, most hits filed as inhibitors; hit rate 0.074% among 350,000; also: potency is read from the fitted curve at half-maximal effect; % is scaled to controls: 0 for no effect and ±100 for the full control effect; nearly all actives have a fitted effect of over 20% in size
Target sequence (P02791 2-175 limits assumed): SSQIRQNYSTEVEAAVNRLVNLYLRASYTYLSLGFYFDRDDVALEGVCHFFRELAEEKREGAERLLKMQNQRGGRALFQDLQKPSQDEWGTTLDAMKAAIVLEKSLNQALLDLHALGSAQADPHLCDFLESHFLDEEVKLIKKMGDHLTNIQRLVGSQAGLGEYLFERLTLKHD
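Horse-spleen apoferritin (10 uM) was mixed with 50% saturated 1-aminoanthracene in PBS, exposed to compounds for 10 min at room temperature, and read for fluorescence (ex 380 nm, em 535 nm). Competitive displacement was fitted with a four-parameter Hill equation.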
* marks the source's active call; other numbers are inactive results; ? = inconclusive; . = not tested or not shown; & = joins results of further samples; ! = a repeat was not active; [ ] = another dose, or the depositor's remark. Unless noted, calls follow the shape of the dose curve; as a rule, active = well fitted curve in the direction sought with a large enough effect; inconclusive = small, poorly fitted or top-dose-only effect, or another doubt; inactive = no such curve, though single readings can be large; an effect the other way counts as inactive or inconclusive. The list is partial. The share of hits here may be higher or lower than overall.

SMILES	Pol iota inh	Pol kappa inh	APE1 inh	GRP78 ERSR act	POLB inh	LDHA block	POLH inh	BLM helicase inh	Apoferritin bind
COCC(C)n1c(C)cc(C(=O)CN2C(=O)NC(Cc3c[nH]c4ccccc34)C2=O)c1C (configuration not stated)	2%	-1%	0%	-2%	4%	-1	5%	-6%	-15%
CCOC(=O)c1c(C)[nH]c(C)c1S(=O)(=O)NCC(=O)N1CCN(c2ccccc2F)CC1	-7%	-5%	.	-2%	-6%	-6	-5%	0%	-17%
O=C(NC(=S)Nc1ccc(S(=O)(=O)N2CCCCC2)cc1)c1ccc(Cl)cc1	4%	-6%	1%	-4%	?	-2	-9%	-1%	-28%
Cc1ccc(C)c(NC(=O)COC(=O)CCCN=C2NS(=O)(=O)c3ccccc32)c1	5%	-8%	3%	-4%	7%	-3	-13%	1%	2%
O=C(c1cccc(Oc2c(Cl)cccc2[N+](=O)[O-])c1)N1CCCCC1	-16%	-11%	7%	-3%	54%	-9	-6%	-4%	?
CC(C)(C)NC(=O)c1ccc2nccnc2c1	32%	-7%	?	4%	0%	-2	-7%	-2%	-2%
NC(=O)c1nc(C(=O)N2CCCCC2)c2ccccc2n1	10%	-2%	22%	-6%	.	0	-9%	.	.
COc1cccc(/C=C2/Oc3ccccc3N(CC(=O)NCC3CCCO3)C2=O)c1 (configuration not stated)	19%	-3%	74%[activator]	-1%	36%	-2	-4%	-6%	9%
COc1ccc(/C=C(/NC(=O)c2ccc(C)cc2)C(=O)N2CCCC2)cc1OC	64%[activator]	2%	32%	-3%	-5%	-8	-5%	1%	-4%
CN(Cc1ccccc1)C(=O)c1ccc(NC(=O)Cc2cccc(NC(=O)C3CCCN(C(=O)C4CCCC4)C3)c2)cc1 (configuration not stated)	0%	-11%	6%	1%	.	-14	-15%	.	.
O=S(=O)(Cc1nnnn1-c1ccccc1)c1ccccc1	5%	14%	9%	-1%	-1%	-41*!	-9%	0%	-6%
Cc1onc(-c2ccccc2)c1-c1ccc(S(N)(=O)=O)cc1	18%	0%	-8%&2%	-1%&-1%	21%	-9	-18%	-1%&-9%	-10%&-4%
CCN(CC)CCCn1c2c(c(SCC(=O)Nc3cccc4ccccc34)nc1=O)CCC2	34%[activator]	-2%	2%	-5%	.	10	-17%	.	.
CCCCN1C(=O)C(=O)N(CC(=O)c2ccc3c(c2)OCO3)C1=O	13%	-5%	3%	2%	.	-6	-3%	.	.
O=C(Nc1ccc2c(c1)OCO2)C1CCCN1C(=O)Nc1ccccc1F (configuration not stated)	13%	-13%	?	2%	1%	0	-8%	1%	3%
Cn1c(=O)sc2cc(NS(=O)(=O)c3ccc(C(C)(C)C)cc3)ccc21	20%	4%[60.1 µM]	.	-1%	-11%	1	-13%	-1%	-1%
Cc1ccc(S(=O)(=O)N2CCN(C(=O)N(C)C)CC2)cc1	7%	-15%	3%	1%	-7%	-5	-3%	-2%	-5%
Cc1cc(C)cc(NC(=O)Nc2cccc(S(N)(=O)=O)c2)c1	14%	-11%	-4%	2%	?	-4	-24%	-10%	-8%
CCC(=O)Nc1nc2ccc(NC(=O)c3cc(OC)c(OC)c(OC)c3)cc2s1	154%[activator]	-9%	-8%	-2%	2%	-7	-3%	-4%	-18%
CN(C)CCCn1cnc2c(c1=N)C(c1ccccc1)c1ccc3ccccc3c1O2 (configuration not stated)	-34%	-7%	1%	-13%	2%	-5	-4%	142%[activator]	-5%
CCC1CCC(N2CCN(c3ccc([N+](=O)[O-])cc3)CC2)CC1 (configuration not stated)	?	-9%	1%	-4%	-18%	1	-12%	0%	?
Cc1ccc(-c2nnc(SCC(=O)NC3CCCC3)n2C)cc1	30%	5%	26%	-1%	1%	-7	-19%	-6%	5%
Cc1ccc(OCc2nnc(NC(=O)OCC(C)C)s2)c(C)c1	.	.	-2%	.	12%	.	.	0%	32%[activator]
O=C(Nc1cccc2ccccc12)/C(Cl)=C/c1ccccc1	9%	-8%	-6%	0%	2%	-3	-29%	4%	-23%
CC(OC(=O)Cn1c(C(F)(F)F)nc2ccccc21)C(N)=O (configuration not stated)	-2%	-24%	2%	-3%	54%	-2	0%	1%	-9%
(continued)
SMILES	Pol iota inh	Pol kappa inh	APE1 inh	GRP78 ERSR act	POLB inh	LDHA block	POLH inh	BLM helicase inh	Apoferritin bind
CCC(C)n1cnc2c(c1=O)c1nc3ccccc3nc1n2-c1ccc2c(c1)OCCO2 (configuration not stated)	11%	-3%	-2%	-3%	35%	0	2%	0%	-10%
O=C(CSc1nnc(CNC(=O)c2cccs2)o1)Nc1cccc(F)c1	9%	-2%	-13%	1%	3%	-2	-11%	-1%	-7%
COc1ccc(OCCSc2nnc3c(Cl)cc(Cl)cn23)cc1	-9%	-6%	-11%	-2%	11%	-3	-16%	-14%	-8%
N#CC1(Nc2cccc(Br)c2)C(=O)Nc2ccccc21 (configuration not stated)	205%[activator]	-6%	-4%	-3%	6%	0	-20%	4%	-9%
O=C(Nc1ccc(Br)cc1)c1ccc(CSC2=NCCS2)cc1	-4%	-23%	0%	-4%	5%	-5	-11%	-2%	-9%
CC(=O)NCCc1ccc(C(=O)COC(=O)c2ccco2)cc1	13%	1%	-9%	-6%	.	-6	-11%	.	.
COc1cc(N=c2oc3c(C)ncc(CO)c3cc2C(N)=O)cc(OC)c1OC	42%[activator]	-14%	-4%	2%	?	5	-5%	2%	-18%
COc1ccccc1N1CCN(Cc2ccc(-c3ccccc3[N+](=O)[O-])o2)CC1	76%[activator]	-26%	10%	1%	1%	5	-4%	-13%	-10%
Cc1cc(Cl)cc2sc(NC(=O)c3ccco3)nc12	4%	-8%	29%	-4%	-13%	-4	-16%	-1%	-10%
NC(=S)Cc1nc2n(n1)Cc1ccccc1-2	?	-13%	-1%	-1%	0%	4	-7%	0%	-15%
O=C(CSc1ccc(Cl)cc1)N1CCC(c2nc3ccccc3s2)CC1	-3%	-12%	0%	-6%	19%	-10	-18%	-7%	45%[activator]
CCCCN(C1CCS(=O)(=O)C1)S(=O)(=O)c1ccc(OC)cc1 (configuration not stated)	63%[activator]	-1%	7%	-4%	.	-5&-3	-6%	.	.
CCOC(=O)N1CCN(C(=O)c2ccc(S(=O)(=O)Nc3cccc(C(F)(F)F)c3)cc2)CC1	27%	11%	34%[activator]	0%	.	1	-9%	.	.
CCN1C(=O)/C(=C\C=C2/C=CC=CN2CC)SC1=S	-14%	-31%	-4%	6%	-29%	34	?	-21%	-17%
O=C1N=C(N2CCCCC2)S/C1=C\c1ccncc1	156%[activator]	-2%	1%	-3%	21%	0	-16%	-2%	-7%
CCO[C@@H]1OC(C(=O)NC2CC2)=C[C@H](c2ccc(C(F)(F)F)cc2)[C@H]1CCCO	23%	-13%	4%	-2%	-10%	0	-14%	0%	-8%
Cc1ccccc1-n1c(=O)c2ccccc2n(CC(=O)NCc2ccco2)c1=O	?	-2%	9%	-2%	1%	-2	-12%	-7%	-9%
O=C(CN1C(=O)NC2(CCCC2)C1=O)OCc1c(F)cccc1Cl	59%[activator]	6%	28%	-1%	.	-3	-4%	.	.
COc1ccc(S(=O)(=O)N(C)CC(=O)NC2CC2)cc1OC	4%	7%	12%	-2%	17%	-7	-8%	-3%	-2%
O=C(O)c1ccc2nc(-c3ccco3)c(-c3ccco3)nc2c1	?	22µM*	?	-1%	3.5µM*	21	3.5µM*	-1%	213%[activator]
CSc1ccc(C(=O)C2CCCN(S(=O)(=O)c3c(C)noc3C)C2)cc1 (configuration not stated)	6%	-15%	-3%	-4%	2%	-13	?	-6%	-11%
CC(C)c1nc(N(C)S(C)(=O)=O)nc(-c2ccc(F)cc2)c1/C=C/C(O)CC(O)CC(=O)O (configuration not stated)	.	-8%[60.1 µM]	-1%	-4%	.	.	.	3%	2%
COCCN1CCn2c(nc3cc(NS(C)(=O)=O)ccc32)C1	165%[activator]	0%	31%	-4%	-21%	6	-16%	-2%	2%
COc1ccc(OC)c(NC(=O)CN(C)S(=O)(=O)c2ccc(C(=O)N3CCOCC3)s2)c1	9%	-12%[60.1 µM]	.	-1%	26%	4	-4%	-2%	42%[activator]

In a second layout: entries from further up
Below each compound: Pol iota inh | Pol kappa inh | APE1 inh | GRP78 ERSR act | POLB inh | LDHA block | POLH inh | BLM helicase inh | Apoferritin bind
> COc1ccc(OCCSc2nnc3c(Cl)cc(Cl)cn23)cc1
  -9% | -6% | -11% | -2% | 11% | -3 | -16% | -14% | -8%
> N#CC1(Nc2cccc(Br)c2)C(=O)Nc2ccccc21 (configuration not stated)
  205%[activator] | -6% | -4% | -3% | 6% | 0 | -20% | 4% | -9%
> O=C(Nc1ccc(Br)cc1)c1ccc(CSC2=NCCS2)cc1
  -4% | -23% | 0% | -4% | 5% | -5 | -11% | -2% | -9%
> CC(=O)NCCc1ccc(C(=O)COC(=O)c2ccco2)cc1
  13% | 1% | -9% | -6% | . | -6 | -11% | . | .

LDHA block: hit marks shown above
SMILES	Pol iota inh	Pol kappa inh	GRP78 ERSR act	LDHA block	POLH inh	BLM helicase inh	Apoferritin bind
O=S(=O)(Cc1nnnn1-c1ccccc1)c1ccccc1	5%	14%	-1%	-41*!	-9%	0%	-6%
